SSB-PriA inh: inhibitors of Klebsiella pneumoniae PriA binding to SSB C-terminal tail; AlphaScreen SSBct-PriA binding, biotinylated peptide; inhibition, % at 33 µM; actives 0.6% (n = 430,000); in the data active means inhibition mostly above about 37%, no sharp cut-off; inactive means mostly below about 20%;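 further: plate controls were negative control peptide for no effect and reference peptide for full effect; strong numbers were not always called active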
CCHFV vOTU inh: blocks the CCHF virus ovarian tumor domain protease; inhibition, % at 11.5 µM; CCHFV vOTU protease, Pep-AMC fluorescence; actives 0.55% (n = 370,000); AID 651958; in the data active means inhibition above about 30%; further: 0% = vehicle wells with enzyme and 100% = no enzyme wells
MazF activator: increases E. coli MazEF RNase cleavage of RNA; actives 0.32% (n = 350,000); FAM/BHQ RNA-DNA oligo cleavage fluorescence, 5 h; AID 504720; activation, % at 20 µM; P0AE70; in the data active means activation above about 50%
Target sequence (P0AE70 whole entry, looked up): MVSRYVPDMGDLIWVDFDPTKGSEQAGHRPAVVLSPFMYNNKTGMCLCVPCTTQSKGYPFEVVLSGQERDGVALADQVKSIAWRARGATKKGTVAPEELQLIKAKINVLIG
3CLpro inhibitor: SARS-CoV 3CLpro protease inhibition; recombinant SARS-CoV 3CLpro, quenched FRET peptide cleavage; inhibition, % at 6 µM; actives 0.14% (n = 290,000); P0C6X7; AID 1706; in the data active means inhibition above about 12%
VHR inh abs: blocks human VHR1 dual specificity phosphatase. P51452. recombinant VHR phosphatase, pNPP absorbance. inhibition, % at 13.3 µM. actives 0.52% (n = 290,000). AID 1654; in the data active means inhibition above about 50%; further: some compounds called inactive have numbers as strong as hits
Target sequence (P51452 whole entry, looked up): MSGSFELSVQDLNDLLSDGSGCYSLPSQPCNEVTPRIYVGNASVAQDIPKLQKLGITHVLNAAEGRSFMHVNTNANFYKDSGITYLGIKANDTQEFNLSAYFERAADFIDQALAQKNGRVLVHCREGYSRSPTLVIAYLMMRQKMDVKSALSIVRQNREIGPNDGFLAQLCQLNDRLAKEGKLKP
Anthrax LF inh2: inhibitors of Bacillus anthracis lethal factor protease. AID 588501. multiplex microsphere protease cleavage assay, LF. actives 0.12% (n = 360,000). inhibition, % at 10 µM; further: plate controls were buffer without enzyme for full effect and enzyme alone for no effect
BoNT-A LC inh2: inhibitors of Botulinum neurotoxin A light chain protease | multiplex microsphere protease substrate cleavage, flow cytometry | inhibition, % at 10 µM | actives 0.17% (n = 360,000) | AID 588499; further: plate controls were buffer without enzyme for full effect and enzyme alone for no effect
PrPC TRFRET: reduces human prion protein on the cell surface; P04156; cell surface PrPC, TR-FRET read-out; inhibition, % at 13.8 µM; actives 0.43% (n = 370,000); in the data active means inhibition above about 24%; further: 0% = median of the test wells and 100% = reference compound wells
Rv3671c protease: Rv3671c (M. tuberculosis) protease inhibition. inhibition, % at 5.96 µM. P9WHR9. actives 0.048% (n = 320,000); in the data active means inhibition above about 38%;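 further: extracellular domain of Rv3671c used as enzyme; 0% = enzyme with DMSO and 100% = no enzyme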
Target sequence (P9WHR9 whole entry, looked up, the tested form may be a part): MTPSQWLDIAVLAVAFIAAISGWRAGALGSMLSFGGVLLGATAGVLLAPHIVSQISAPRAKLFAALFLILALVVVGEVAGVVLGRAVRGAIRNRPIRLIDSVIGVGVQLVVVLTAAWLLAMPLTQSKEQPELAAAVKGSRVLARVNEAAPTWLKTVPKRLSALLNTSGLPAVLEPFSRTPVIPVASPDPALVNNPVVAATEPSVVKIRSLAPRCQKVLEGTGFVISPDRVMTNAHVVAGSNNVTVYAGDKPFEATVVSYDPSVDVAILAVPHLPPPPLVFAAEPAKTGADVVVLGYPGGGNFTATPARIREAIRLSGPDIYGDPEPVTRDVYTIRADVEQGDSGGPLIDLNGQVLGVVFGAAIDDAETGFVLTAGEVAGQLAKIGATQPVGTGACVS
BoNT F protease: inhibitors of Botulinum neurotoxin F light chain protease. AID 588497. Multiplex microsphere protease cleavage assay, flow cytometry. inhibition, % at 10 µM. actives 0.22% (n = 360,000); in the data active means inhibition above about 35%, passing the limit was not always enough; inconclusive means no clear call, values can overlap the other calls; further: plate controls were buffer without enzyme for full effect and enzyme alone for no effect
* = called active by the depositor; ? = inconclusive; / = no result given. Unless noted, no stated cut-off is given here; in the data, active means inhibition above about 30%; inconclusive means no clear call, values can overlap the other calls; inactive means below that. A portion of the library, so the mix of outcomes need not match the whole.

entry	Molecule	SSB-PriA inh	CCHFV vOTU inh	MazF activator	3CLpro inhibitor	VHR inh abs	Anthrax LF inh2	BoNT-A LC inh2	PrPC TRFRET	Rv3671c protease	BoNT F protease
1	COC(=O)C1=CN(CC2CCCO2)C=C(C(=O)OC)C1c1cc(OC)c(OC)c(OC)c1 (centres undefined)	-8	-102	0	0	-28	-15	-8.0	-7	-5	-34
2	CCCOc1ccc(-c2c(=O)n(OCc3ccc([N+](=O)[O-])cc3)c3ccccc3[n+]2[O-])cc1	0	2	6	2	14	2	1.6	-1	-1	2
3	O=C(Nc1ccn(Cc2ccc(Cl)cc2)n1)c1ccccc1	-3	-4	-3	1	22	-6	0.2	4	6	-4
4	CCCCc1cc2c(c(NC(=O)CC)n1)c(=O)oc1ccccc12	-4	-13	-2	-2	4	-4	-1.8	4	/	-15
5	O=C(C/C=N/OCc1ccc(Cl)cc1)c1cnc(-c2ccccc2)s1	/	6	-15	2	17	0	1.6	0	-12	?
6	CC(C)(C)OC(=O)N1CCC(C(=O)N[C@@H](Cc2ccccc2)C(=O)O)(c2ccccc2)CC1	-1	0	-10	3	6	-5	-5.8	-3	0	-32
7	Cn1nc(C(C)(C)C)c([N+](=O)[O-])c1C(=O)Nc1ccc(Br)cc1	-4	13	2	1	13	-8	?	1	1	?
8	CCc1nc2ccccc2n1CC(O)COc1ccc(NC(C)=O)cc1 (centres undefined)	-5	7	0	-2	-13	-3	-0.4	7	8	-4
9	Cc1ccc2[nH]c(=O)c(N3CCOCC3)c(-c3ccccc3)c2c1	-2	-9	4	0	-11	-3	?	-3	3	-8
10	COc1ccc(C(=O)N=c2sc3c(C)ccc(OC)c3n2C)cc1OC	-4	-15	10	5	-16	0	-1.1	5	-11	-2
11	CCC(C)n1c(=O)c(C(=O)Nc2ccccc2S(N)(=O)=O)c(O)c2ccccc21 (centres undefined)	-13	20	-2	3	0	4	-0.4	2	-8	1
12	S=P(NCCNP(=S)(N1CC1)N1CC1)(N1CC1)N1CC1	3	1	4	/	/	-8	0.0	-5	/	2
13	CC(/C=C/c1ccco1)=N/NC(=O)CNc1ccccc1C	/	14	-5	0	3	0	-0.9	13	2	-8
14	CC(=O)Nc1cc(-c2cccc(NS(C)(=O)=O)c2)cn2c(-c3cccc(C(C)=O)c3)cnc12	/	12	/	/	/	-9	0.0	-3	/	-3
15	CN1CCN(C(=O)CSc2cc(=O)n(C)c3ccccc23)CC1	1	2	3	-3	-13	0	-0.4	-2	-1	-4
16	O=C(O)c1ccc(Oc2cccc([N+](=O)[O-])c2)cc1C(=O)O	-10	-7	-1	4	11	-1	0.0	0	5	1
17	Cc1ccc(N(C(=O)CNC(=O)c2ccco2)C(C(=O)NC2CCCC2)c2cccnc2)cc1C (centres undefined)	-30	5	-5	-3	12	-1	0.2	-1	3	0
18	O=C(c1ccccc1F)c1cn(CC(=O)N2CCCCC2)c2ccccc12	-17	9	0	1	9	-2	-9.8	-5	-7	-15
19	Cc1cccc(C)c1NC(=O)CN(C)C(=O)c1ccccc1SCC(=O)N1CCCC1	-12	10	-2	/	/	-4	-2.2	-6	-15	-3
20	CN(C)S(=O)(=O)N1CCC(c2ccc(F)cc2)C(COc2ccc3c(c2)OCO3)C1 (centres undefined)	-3	15	-1	-2	4	2	1.2	0	-2	6
21	O=C(CSC(=S)N1CCCC1)N1CCN(S(=O)(=O)c2cccc(F)c2)CC1	-9	-6	-8	/	/	-3	4.3	1	-4	8
22	COc1cccc(-c2cc(=O)c3cc(NC(=O)c4ccccc4)ccc3[nH]2)c1	-3	-3	-7	-1	-3	4	-0.7	-11	-7	-8
23	COc1ccc(C(=O)NNC(=O)CSc2nnnn2C)cc1	-2	11	4	5	25	-2	-0.5	-1	3	0
24	O=Cc1cccn1-c1sc2c(c1C(=O)O)CCCC2	-3	7	2	-4	-2	-2	-0.1	5	-17	2
25	COC(=O)C1=C(c2ccccc2OCc2ccccc2)C[C@@H]2CC[C@H]1N2C(=O)NCCOc1ccccc1	1	13	1	/	/	1	0.2	4	-17	1
26	Cc1cccc(CC2CC(=O)N(c3ccccc3)C2=O)c1 (centres undefined)	-21	2	3	4	-25	-5	1.2	3	9	?
27	O=C(CCNc1cccc(F)c1)c1cc2ccccc2o1	-7	-9	6	2	16	-1	0.4	-1	0	3
28	CC(C)(C)c1nnc(NC(=O)c2cccs2)s1	0	13	-5	-5	30	-3	-2.4	13	0	-7
29	Cc1cccc(C)c1OCCCCc1c(C)n[nH]c1C	-3	-7	-11	-3	0	-8	0.5	-2	-2	-5
30	O=C(Nc1ccc(Cc2ccc(NC(=O)Nc3cccnc3)cc2)cc1)Nc1cccnc1	/	-5	-23	/	/	0	0.2	-3	/	3
31	COc1ccc2sc3ccccc3c(=O)c2c1OC	4	1	4	4	27	-15	0.5	29*	-5	2
32	Cc1cccc2c(C(=O)O)c3c(nc12)CCCCC3	-11	6	3	-2	13	1	-0.4	0	-1	-4
33	CCc1c(C)nc2c(C#N)c[nH]n2c1=O	-15	19	9	-1	19	3	2.8	7	-8	7
34	Cc1cccc(C(=O)N[C@H](C(=O)Nc2cc(S(=O)(=O)N3CCCCC3)ccc2C)C(C)C)c1	4	6	4	0	13	-1	-0.7	9	0	0
35	CC(=O)NC1=NN(c2ccccc2)C(=O)C1	-14	-1	5	-5	11	-16	1.1	-7	-9	-6
36	O=C(O)/C=C\C(=O)Nc1ccc(Oc2ccccc2)cc1	0	-13	-10	-1	19	2	0.3	-2	-3	-10
37	CCN1CCc2c(sc(NC(=O)c3ccc(S(=O)(=O)N(C)c4ccccc4)cc3)c2C(=O)NC)C1	-9	/	-158	-3	27	?	?	/	-5	/
38	Clc1ccc2c(c1)C1OCCC1C(c1ccco1)N2 (centres undefined)	2	-66	3	-1	10	0	-0.2	-2	-2	0
39	CC12CCC3C(CCC4CC(=O)OCC43C)C1CCC2O (centres undefined)	-10	-19	-9	/	/	0	0.5	-1	/	-4
40	CC1S/C(=N/N=C2CCC(C(C)(C)C)CC2)NC1=O (centres undefined)	/	-7	1	-2	8	-5	-0.8	-5	-7	-2
41	COc1ccc(OC)c(NC(=O)CCNS(=O)(=O)c2cccs2)c1	-21	-10	-3	5	30	-3	1.7	-2	-6	-9
42	CC(C)(C)n1ncc2c(=O)n(Cc3ccc(Cl)cc3)cnc21	13	10	-4	1	15	-3	-0.3	8	-1	-2
43	O=[N+]([O-])c1cccc(CNC2CCCCCC2)c1	-10	1	7	0	27	-9	-1.4	-7	10	-8
44	O=C(NCc1cccs1)C(NS(=O)(=O)c1cccc2nsnc12)c1ccccc1 (centres undefined)	-1	10	-12	-1	8	-1	-0.9	-40	8	1
45	CCCCN(C(=O)CSc1nnc(-c2ccccc2)n1C)c1c(N)n(Cc2ccccc2)c(=O)[nH]c1=O	5	-7	-1	-1	26	-1	0.5	-3	-7	-4
46	CC(C)CNC(=O)NC(=O)COC(=O)COc1ccc(Cl)cc1Cl	-3	10	6	-3	13	-1	-1.5	-5	0	-1
47	CC1=C(C(=O)Nc2ccccc2)C(c2ccco2)C(C#N)=C(SCC(=O)Nc2cccc(C)c2C)N1 (centres undefined)	-4	10	0	0	8	-4	-1.3	5	-23	-10
48	CC(C)(CC(=O)O)CC(=O)NNc1ncccc1C#N	-3	11	-1	-8	17	16	?	-4	2	?
49	Cc1cc(NC(=O)CSc2nnc(-c3ccco3)n2N)no1	0	6	-1	/	/	/	/	3	10	/
50	CCN(CC)S(=O)(=O)c1cc(NC(=O)c2ccccc2OCc2c(C)noc2C)ccc1C	-12	-1	-2	/	/	0	-0.4	-5	/	-4
51	COCCNC(=O)CCC1CCN(Cc2cccc(Oc3ccccc3)c2)CC1	-8	-13	5	4	33	-4	-2.8	-5	-1	-24
52	NS(=O)(=O)c1ccc(NC(=O)/C=C/c2cccc(Cl)c2)cc1	-9	-4	30	-3	31	-2	-0.1	2	-20	-3
53	COc1ccc(-n2c(COc3cccc4ccccc34)nnc2SC(C)C(=O)O)cc1 (centres undefined)	-3	2	-18	2	13	-5	1.1	0	2	3
54	CCOC(=O)C1(Cc2ccccc2)CCCN(C(=O)COc2ccccc2OC)C1 (centres undefined)	/	13	-1	/	/	-6	0.1	6	/	-1
55	CCN(CC)C(=O)c1ccccc1NS(=O)(=O)c1ccc(C)cc1	-12	1	0	2	-21	-1	-0.9	3	8	-5
56	CCn1c(C)nc2cc(NC(=O)Nc3cccc(C(C)=O)c3)ccc21	-4	3	1	-2	-3	-1	-0.6	6	-1	6
57	Cc1nnc(NC(=O)CCCOc2ccccc2)s1	-15	3	6	6	16	-1	-0.4	3	-12	-4
58	O=S1(=O)N[C@@H](Cc2ccccc2)COc2cccc(N3CCC[C@H]3CO)c21	/	7	/	/	/	2	0.3	-2	/	6
59	CCCC[N+]12CCC(CC1)C(=C(c1ccccc1)c1ccccc1)C2	-3	-5	11	-2	-5	-2	0.0	2	10	-2
60	O=C1NC[C@@H](CCCCN2C[C@H](Cc3ccc(O)cc3)N(CCc3ccc(O)cc3)C(=O)C2=O)N(CCc2ccccc2)C1=O	/	1	/	/	/	1	-0.6	1	/	-5

Five entries picked at random from those above, as already listed:
entry	Molecule	SSB-PriA inh	CCHFV vOTU inh	MazF activator	3CLpro inhibitor	VHR inh abs	Anthrax LF inh2	BoNT-A LC inh2	PrPC TRFRET	Rv3671c protease	BoNT F protease
40	CC1S/C(=N/N=C2CCC(C(C)(C)C)CC2)NC1=O (centres undefined)	/	-7	1	-2	8	-5	-0.8	-5	-7	-2
25	COC(=O)C1=C(c2ccccc2OCc2ccccc2)C[C@@H]2CC[C@H]1N2C(=O)NCCOc1ccccc1	1	13	1	/	/	1	0.2	4	-17	1
15	CN1CCN(C(=O)CSc2cc(=O)n(C)c3ccccc23)CC1	1	2	3	-3	-13	0	-0.4	-2	-1	-4
54	CCOC(=O)C1(Cc2ccccc2)CCCN(C(=O)COc2ccccc2OC)C1 (centres undefined)	/	13	-1	/	/	-6	0.1	6	/	-1
34	Cc1cccc(C(=O)N[C@H](C(=O)Nc2cc(S(=O)(=O)N3CCCCC3)ccc2C)C(C)C)c1	4	6	4	0	13	-1	-0.7	9	0	0

Screening data: PubChem, several laboratories
